Screens from PubChem BioAssay.
Shiga toxin inh = blocks Shiga toxin action in Vero cells; hit rate 9.2% among 290,000; inhibition, % at 38.7 µM; Vero cells, Shiga toxin protein synthesis inhibition reporter; in the data active = inhibition mostly above about 28%, no sharp cut-off; inactive = mostly below about 43%; also: 0% is about no effect
Pf growth 96h = inhibits malaria parasite growth, 96 h | P. falciparum luciferase reporter growth, 96 h | AID 504834 | hit rate 6.9% among 320,000 | Potency, µM (highest dose often 28.7 µM), for the others: top-dose activity change, negative = inhibition, hits mostly inhibitors; also: potency is read from the fitted curve at half-maximal effect; % is scaled to controls: 0 for no effect and ±100 for the full control effect
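Parasite growth measured via integrated firefly luciferase reporter in P. falciparum. Infected erythrocytes at 2% hematocrit, 0.05% parasitemia final were treated 96 hours at 37 C under 5% CO2, and luminescence was read.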
HCV inh = inhibitors of hepatitis C virus infection. Huh7.5.1 HCVcc-Cre infection, luciferase reporter, 44 h. Potency, µM (doses to about 41.8 µM), for inactives: at the top dose activity change, negative = inhibition, usual class: inhibitors. hit rate 3.4% among 340,000. AID 651820; also: potency is read from the fitted curve at half-maximal effect; % is scaled to controls: 0 for no effect and ±100 for the full control effect
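After 44 h co-culture of compound, cells and HCVcc-Cre (~0.5 moi), substrate is added for 15 min at room temperature and luciferase measured over 15 sec. Cells were seeded at 1,000/well and pre-cultured 4 h.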
Pf growth 48h = inhibits P. falciparum growth in the first generation, 48 h. Potency, µM (series often up to 28.7 µM), for the others: top-dose activity change, negative = inhibition, hits mostly inhibitors. AID 504832. hit rate 5.9% among 310,000. P. falciparum luciferase growth in erythrocytes, 48 h; also: potency is read from the fitted curve at half-maximal effect; % is scaled to controls: 0 for no effect and ±100 for the full control effect
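Compounds are pin-transferred into medium, infected erythrocytes (2% hematocrit, 0.1% parasitemia final) are added, and plates sit one parasite generation at 37 C in 5% CO2. Detection reagent is then added and luminescence measured.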
LmPK inhibitor = blocks Leishmania mexicana pyruvate kinase activity. Q27686. purified LmPK, Kinase-Glo ATP luminescence, 1 h. Potency, µM (highest dose often 57.5 µM), for the others: at the top dose activity change, negative = inhibition, hits mostly inhibitors. hit rate 0.37% among 290,000. AID 1721; also: potency is read from the fitted curve at half-maximal effect; % is scaled to controls: 0 for no effect and ±100 for the full control effect
Target sequence (Q27686 whole entry, looked up): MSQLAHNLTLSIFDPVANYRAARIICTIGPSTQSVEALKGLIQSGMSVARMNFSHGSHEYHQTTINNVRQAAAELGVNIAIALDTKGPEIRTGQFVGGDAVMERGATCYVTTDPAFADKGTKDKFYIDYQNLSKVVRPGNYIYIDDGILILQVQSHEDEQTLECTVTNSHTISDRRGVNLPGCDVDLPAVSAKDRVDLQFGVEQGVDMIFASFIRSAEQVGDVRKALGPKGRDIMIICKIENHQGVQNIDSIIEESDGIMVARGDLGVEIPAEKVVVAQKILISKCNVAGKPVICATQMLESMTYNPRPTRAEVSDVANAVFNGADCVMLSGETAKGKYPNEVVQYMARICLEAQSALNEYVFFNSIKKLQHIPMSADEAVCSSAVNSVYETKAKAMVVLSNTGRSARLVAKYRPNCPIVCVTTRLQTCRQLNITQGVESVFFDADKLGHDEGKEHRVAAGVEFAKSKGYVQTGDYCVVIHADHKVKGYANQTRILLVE
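ATP generated from ADP (0.1 mM) and PEP (0.5 mM) by 0.1 nM LmPK over 1 h at room temperature (pH 7.2 imidazole buffer) was detected by coupled luciferase luminescence. Values were normalized to uninhibited and no-enzyme wells.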
Cycloheximide cs = counter-screen hit for Shiga toxin inhibitors, cycloheximide; cell reporter, cycloheximide protein synthesis inhibition counterscreen; max response, %; hit rate 12% among 300,000; in the data active = max response mostly above about 13%, no sharp cut-off; inactive = mostly below about 14%; also: read at 38.3 µM for the half of the compounds with a filed dose; 0% is about no effect
Tb PYK inh = inhibitors of Trypanosoma brucei pyruvate kinase. TbPYK enzyme, Kinase-Glo Plus ATP luminescence, 45 min. AID 624173. Potency, µM (series often up to 76.8 µM), for the others: top-dose activity, negative = inhibition, hits mostly inhibitors. hit rate 0.12% among 410,000; also: potency is read from the fitted curve at half-maximal effect; % is scaled to controls: 0 for no effect and ±100 for the full control effect; nearly all actives have a fitted effect of over 50% in size
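Luminescent Kinase-Glo Plus end-point after 45 min room-temperature reaction of T. brucei pyruvate kinase started with 130 uM ADP (final). Buffer TEA 50 mM pH 7.2 with KCl, MgCl2, BSA, Tween-20; titration-based qHTS with fitted concentration-effect curves.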
Starred values were filed as active, the others as inactive; & = joins results of further samples; [ ] = another dose, or the depositor's remark. Unless noted, calls follow the shape of the dose curve; as a rule, active = well fitted curve in the direction sought with a large enough effect; inconclusive = small, poorly fitted or top-dose-only effect, or another doubt; inactive = no such curve, though single readings can be large; an effect the other way counts as inactive or inconclusive. Hits appear at their usual frequency; any-hit rate near 24%.

`Cc1cccc(/C=C/c2onc(C)c2S(=O)(=O)N2CCC(C(=O)N3CCCCCC3)CC2)c1` gave Shiga toxin inh -9, Pf growth 96h 55%[activator], HCV inh inconclusive, Pf growth 48h inconclusive, LmPK inhibitor -4%, Cycloheximide cs 7 and Tb PYK inh 2%.
For O=C(Nc1nnc(SCc2cccc(F)c2)s1)c1ccco1 the results were Shiga toxin inh 20, Pf growth 96h 14%, HCV inh 19%, Pf growth 48h 6%, LmPK inhibitor 1%, Cycloheximide cs 3 and Tb PYK inh -1%.
N#C/C(C(N)=O)=c1/ccc2c(c1)N1C3=C(CCCC3)CC3CCCCC31N=2 (stereo unspecified) was read as Shiga toxin inh -17, Pf growth 96h 9%, HCV inh 1%, Pf growth 48h inconclusive, LmPK inhibitor 7.9µM*, Cycloheximide cs -3 and Tb PYK inh inconclusive.
Screening CCCc1cc(=O)[nH]c(SCc2cc(=O)oc3cc(C)c(C(C)C)cc23)n1 returned Shiga toxin inh 24, Pf growth 96h -22%, HCV inh 11%, Pf growth 48h 22%, LmPK inhibitor 0%, Cycloheximide cs -3 and Tb PYK inh -8%.
For Cc1ccc(-c2cc(-c3ccc(C)cc3O)[nH]n2)cc1 the results were Shiga toxin inh 51*, Pf growth 96h -30%, HCV inh -29%, Pf growth 48h -67%, LmPK inhibitor 2%, Cycloheximide cs 41* and Tb PYK inh -3%.
`Cc1ccc2[nH]c(=O)c(CN(CCCN(C)C)C(=O)Nc3ccc(F)cc3)cc2c1` gave Shiga toxin inh -7, Pf growth 96h -1%, HCV inh -15%, Pf growth 48h inconclusive, LmPK inhibitor -8%, Cycloheximide cs -4 and Tb PYK inh -2%.
For CC(C)(C)c1cc(C(=O)O)n[nH]1 the results were Shiga toxin inh 13, Pf growth 96h 30%, HCV inh -2%, LmPK inhibitor 9%, Cycloheximide cs 1 and Tb PYK inh -4%.
Screening COC(=O)c1c[nH]n2c(=O)c(C(C)C)c(C)nc12 returned Shiga toxin inh -11, Pf growth 96h 24%, HCV inh 4%, Pf growth 48h inconclusive, LmPK inhibitor -5%, Cycloheximide cs 15 and Tb PYK inh -5%.
COc1ccccc1CNC(=O)CN(c1ccc(C)cc1)S(=O)(=O)c1c(C)noc1C was read as Shiga toxin inh -4, Pf growth 96h 78%[activator], HCV inh 7%, Pf growth 48h inconclusive, LmPK inhibitor 2%, Cycloheximide cs -2 and Tb PYK inh -10%&0%.
For O=C(c1ccc(F)c(F)c1)N1CCC2(CC1)NCCc1[nH]cnc12 the results were Shiga toxin inh -8, Pf growth 96h 13%, HCV inh 11%, Pf growth 48h -12%, LmPK inhibitor 5%, Cycloheximide cs -6 and Tb PYK inh 3%.

Structures above that have four or more nitrogen atoms (three):
N#C/C(C(N)=O)=c1/ccc2c(c1)N1C3=C(CCCC3)CC3CCCCC31N=2 (stereo unspecified) was read as Shiga toxin inh -17, Pf growth 96h 9%, HCV inh 1%, Pf growth 48h inconclusive, LmPK inhibitor 7.9µM*, Cycloheximide cs -3 and Tb PYK inh inconclusive.
`Cc1ccc2[nH]c(=O)c(CN(CCCN(C)C)C(=O)Nc3ccc(F)cc3)cc2c1` gave Shiga toxin inh -7, Pf growth 96h -1%, HCV inh -15%, Pf growth 48h inconclusive, LmPK inhibitor -8%, Cycloheximide cs -4 and Tb PYK inh -2%.
For O=C(c1ccc(F)c(F)c1)N1CCC2(CC1)NCCc1[nH]cnc12 the results were Shiga toxin inh -8, Pf growth 96h 13%, HCV inh 11%, Pf growth 48h -12%, LmPK inhibitor 5%, Cycloheximide cs -6 and Tb PYK inh 3%.

New compounds follow:
For CCN(CC(=O)Nc1c(F)cccc1F)C(=O)C1CCN(S(=O)(=O)c2ccc(C)c(C)c2)CC1 the results were Pf growth 96h -9%, HCV inh 6%, Pf growth 48h inconclusive and Tb PYK inh 1%.
CCN(CC)CCN(Cc1cc2cc(C)ccc2[nH]c1=O)C(=O)Nc1ccccc1OC was read as Shiga toxin inh -3, HCV inh 15%, Pf growth 48h inconclusive, LmPK inhibitor 5%, Cycloheximide cs -3 and Tb PYK inh -10%.
For Cc1ccc(S(=O)(=O)CC(=O)N(CCCN(C)C)c2nc3ccc(C)cc3s2)cc1 the results were Pf growth 96h inconclusive, HCV inh -9%, Pf growth 48h -13% and Tb PYK inh 3%.
Cc1cc(/C=C(\C#N)C(=O)OCC#N)c(C)n1CC(C)C was read as Shiga toxin inh 59*, Pf growth 96h inconclusive, HCV inh -7%, Pf growth 48h 14%, LmPK inhibitor 0%, Cycloheximide cs 28* and Tb PYK inh 10%.
CCOCCCNC(=O)C(NC(=O)c1ccc2c(c1)OCO2)c1ccc(Cl)cc1 (stereo unspecified) was read as Shiga toxin inh -4, Pf growth 96h 0%, HCV inh -21%, Pf growth 48h 13%, LmPK inhibitor 0%, Cycloheximide cs -4 and Tb PYK inh -3%.
Screening C=CCN(c1ccc(C(=O)NCCN2CCOCC2)cc1)S(C)(=O)=O returned Shiga toxin inh -2, Pf growth 96h -7%, HCV inh 18%, Pf growth 48h 39%, LmPK inhibitor -5%, Cycloheximide cs -2 and Tb PYK inh -4%.
`O=C(CN1CCCCC1)NC(=O)Nc1ccccc1F` gave Pf growth 96h 35%, HCV inh inconclusive, Pf growth 48h -2% and Tb PYK inh 4%.
`CN(CC(=O)Nc1cccc(F)c1)C(=O)c1cc(S(=O)(=O)N2CCN(c3ccccc3)CC2)ccc1Cl` gave Pf growth 96h inconclusive, HCV inh inconclusive, Pf growth 48h inconclusive and Tb PYK inh -2%.
`CC1=C(C(=O)Nc2cccc(C(=O)NC(C)c3ccccc3)c2)SCCO1` (stereo unspecified) gave Shiga toxin inh -5, Pf growth 96h inconclusive, HCV inh -18%, Pf growth 48h inconclusive, LmPK inhibitor -1%, Cycloheximide cs 0 and Tb PYK inh -1%.
CN(C)c1nc(N)nc(CSc2nc3c(c(=O)n(C)c(=O)n3C)n2Cc2ccccc2F)n1 was read as Shiga toxin inh -7, Pf growth 96h 0%, HCV inh 13%, Pf growth 48h -4%, LmPK inhibitor 13%, Cycloheximide cs -5 and Tb PYK inh 2%.
COc1cccc(N2CCN(C(=O)C3CCN(S(=O)(=O)c4cccs4)CC3)CC2)c1 was read as Shiga toxin inh -5, Pf growth 96h 0%, HCV inh -27%, Pf growth 48h -40%, LmPK inhibitor -4%, Cycloheximide cs -2 and Tb PYK inh -4%.
For COC(=O)C1CCN(C(=O)COC(=O)c2n[nH]c3ccccc23)CC1 the results were Shiga toxin inh 37, Pf growth 96h 8%, HCV inh 23%, Pf growth 48h 37%[activator], LmPK inhibitor -1%, Cycloheximide cs 3 and Tb PYK inh 5%.
Screening O=C(Nc1ccccc1-c1ccccc1)c1ccccc1 returned Shiga toxin inh -3, Pf growth 96h inconclusive, HCV inh 4%, Pf growth 48h 2%, LmPK inhibitor -5%, Cycloheximide cs 0 and Tb PYK inh 2%.
`CC/C(=N/N=C(\CC)c1ccccc1)c1ccccc1` gave Shiga toxin inh 21, Pf growth 96h inconclusive, HCV inh 3%, Pf growth 48h -10%, LmPK inhibitor -7%, Cycloheximide cs 9 and Tb PYK inh -2%.
For CCCC(=O)Nc1cc(C(F)(F)F)ccc1N1CCOCC1 the results were Shiga toxin inh 18, Pf growth 96h -13%, HCV inh 2%, Pf growth 48h inconclusive, LmPK inhibitor 1%, Cycloheximide cs -2 and Tb PYK inh -1%.
CCCCOC(=O)Nc1cc(C)c(Cl)cc1OC was read as Shiga toxin inh -8, HCV inh inconclusive, Pf growth 48h 12%, LmPK inhibitor 0%, Cycloheximide cs 2 and Tb PYK inh 1%.
Screening O=C1/C(=C/c2cccc3ccccc23)CCCc2ccccc21 returned Shiga toxin inh 51*, Pf growth 96h 50%[activator], HCV inh inconclusive, Pf growth 48h 15%, LmPK inhibitor -3%, Cycloheximide cs 29* and Tb PYK inh 7%.
`O=C(COc1ccc2c(c1)C(=O)CC1(CCCCC1)O2)NCc1ccccn1` gave Shiga toxin inh -14, Pf growth 96h inconclusive, HCV inh 2%, Pf growth 48h inconclusive, LmPK inhibitor 0%, Cycloheximide cs -3 and Tb PYK inh 3%.
For Fc1ccc(N2CCN(C3=Nc4cccc5cccc3c45)CC2)cc1 the results were Shiga toxin inh 74*, Pf growth 96h inconclusive, HCV inh inconclusive, Pf growth 48h -18%, LmPK inhibitor 3%, Cycloheximide cs 24* and Tb PYK inh -3%.
For O=C1C=C(c2cccc(Br)c2)C[C@@H](c2ccc3c(c2)OCO3)C1 the results were Pf growth 96h inconclusive, HCV inh -29%, Pf growth 48h 4.7µM* and Tb PYK inh 14%.
For Cc1nn(CC(=O)N/N=C/c2ccc3c(c2)OCO3)c(C)c1Br the results were Shiga toxin inh -4, Pf growth 96h 0%, HCV inh 11%, Pf growth 48h -9%, LmPK inhibitor 2%, Cycloheximide cs -2 and Tb PYK inh 7%.
For CCCC(=O)N(CCN1CCOCC1)c1nc2c(C)cccc2s1 the results were Shiga toxin inh -9, Pf growth 96h inconclusive, HCV inh -3%, Pf growth 48h -2%, LmPK inhibitor -6%, Cycloheximide cs -4 and Tb PYK inh 1%.
For O=C(Nc1ccc(N2CCCCC2)cc1)c1cncc(Br)c1 the results were Shiga toxin inh 141*, HCV inh inconclusive, Pf growth 48h 173%[activator], LmPK inhibitor -19%, Cycloheximide cs 28 and Tb PYK inh -3%.
CC1CCc2c(sc(NC(=O)c3ccc(N4C(=O)CCC4=O)cc3)c2C(N)=O)C1 (stereo unspecified) was read as Pf growth 96h inconclusive, HCV inh inconclusive, Pf growth 48h 3% and Tb PYK inh 2%.
For c1ccc(Nc2nc3ccccc3o2)cc1 the results were Shiga toxin inh 119*, Pf growth 96h 315%[activator], LmPK inhibitor 16µM*, Cycloheximide cs 33* and Tb PYK inh -6%.
Screening CC(C)c1nnc(NC(=O)CCS(=O)(=O)Cc2ccccc2)s1 returned Shiga toxin inh -5, Pf growth 96h 3%, HCV inh 12%, Pf growth 48h 15%, LmPK inhibitor 9%, Cycloheximide cs -3 and Tb PYK inh 3%.
CCCCNC(=S)N/N=C/c1cccc(OCC)c1O was read as Shiga toxin inh 30*, Pf growth 96h 1.5µM*, HCV inh inconclusive, Pf growth 48h inconclusive, LmPK inhibitor -3%, Cycloheximide cs 12 and Tb PYK inh -4%.
For COc1ccccc1Cn1c(=S)[nH]c2cc(C(=O)N3CCC(C(N)=O)CC3)ccc2c1=O the results were Shiga toxin inh -1, Pf growth 96h 1%, HCV inh -9%, Pf growth 48h inconclusive, LmPK inhibitor -1%, Cycloheximide cs 1 and Tb PYK inh inconclusive.
`CCCN(C(=O)CSc1nnnn1C)C1CCS(=O)(=O)C1` (stereo unspecified) gave Shiga toxin inh 3, Pf growth 96h -116%[1.15 µM], HCV inh 6%, Pf growth 48h -97%[1.15 µM], LmPK inhibitor -2%, Cycloheximide cs -4 and Tb PYK inh 1%.
`CCC(=O)c1ccc(OCC(=O)OCC(=O)NCc2cccs2)cc1` gave Pf growth 96h 18%, HCV inh inconclusive, Pf growth 48h 6% and Tb PYK inh 1%.
For CCNc1nc(NCC)n2c(SCC(=O)Nc3ccccc3F)nnc2n1 the results were Pf growth 96h inconclusive, HCV inh inconclusive, Pf growth 48h inconclusive and Tb PYK inh -15%.
